IDE cell inh = inhibitors of human insulin-degrading enzyme in cells; AID 434962; HEK cells, FAbetaB cleavage, fluorescence polarization; inhibition, % at 5.59 µM; actives 0.41% (n = 320,000);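 active = percent inhibition above the average of all tested compounds plus 3 SD, set per screening campaign, cut at about 16% in these data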;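 also: IDE supplied by intact live HEK cells; FP after avidin binding of uncleaved biotin substrate so inhibition keeps polarization high; 0% = DMSO wells and 100% = 60 µM reference IDE inhibitor Ii1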
GPR7 antagonist = antagonists of human GPR7 (neuropeptides B/W receptor 1). GPR7-expressing cells, fluorescence antagonist assay. actives 1.1% (n = 290,000). inhibition, % at 4.4 µM. P48145; in the data active = inhibition above about 16%, passing the limit was not always enough;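 also: cells stimulated with the agonist NPW; 0% = agonist with vehicle and 100% = vehicle without agonist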
NALP1 yeast inh = inhibitors of NALP1 inflammasome in yeast | inhibition, % at 10 µM | S. cerevisiae NALP1/ASC/caspase-1 growth, X-gal OD620, 72 h | actives 0.61% (n = 280,000); in the data active = inhibition mostly above about 24%, no sharp cut-off; inactive = mostly below about 32%; also: some compounds called inactive have numbers as strong as hits
pCIP destab = compounds decreasing mouse p/CIP protein stability; Q05BA5; F442A p/CIP-EGFP cells, EGFP fluorescence, 16 h; decrease of EGFP signal, % at 10 µM; actives 0.01% (n = 290,000); AID 1984;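 active = EGFP signal decrease of at least 30% at 10 µM or well 3 SD below plate mean, unless failing retest; inactive = the rest, including hits failing retest or dose response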; also: some compounds called inactive have numbers as strong as hits; many of its hits are not listed in these tables
Target sequence (Q05BA5 1-1403): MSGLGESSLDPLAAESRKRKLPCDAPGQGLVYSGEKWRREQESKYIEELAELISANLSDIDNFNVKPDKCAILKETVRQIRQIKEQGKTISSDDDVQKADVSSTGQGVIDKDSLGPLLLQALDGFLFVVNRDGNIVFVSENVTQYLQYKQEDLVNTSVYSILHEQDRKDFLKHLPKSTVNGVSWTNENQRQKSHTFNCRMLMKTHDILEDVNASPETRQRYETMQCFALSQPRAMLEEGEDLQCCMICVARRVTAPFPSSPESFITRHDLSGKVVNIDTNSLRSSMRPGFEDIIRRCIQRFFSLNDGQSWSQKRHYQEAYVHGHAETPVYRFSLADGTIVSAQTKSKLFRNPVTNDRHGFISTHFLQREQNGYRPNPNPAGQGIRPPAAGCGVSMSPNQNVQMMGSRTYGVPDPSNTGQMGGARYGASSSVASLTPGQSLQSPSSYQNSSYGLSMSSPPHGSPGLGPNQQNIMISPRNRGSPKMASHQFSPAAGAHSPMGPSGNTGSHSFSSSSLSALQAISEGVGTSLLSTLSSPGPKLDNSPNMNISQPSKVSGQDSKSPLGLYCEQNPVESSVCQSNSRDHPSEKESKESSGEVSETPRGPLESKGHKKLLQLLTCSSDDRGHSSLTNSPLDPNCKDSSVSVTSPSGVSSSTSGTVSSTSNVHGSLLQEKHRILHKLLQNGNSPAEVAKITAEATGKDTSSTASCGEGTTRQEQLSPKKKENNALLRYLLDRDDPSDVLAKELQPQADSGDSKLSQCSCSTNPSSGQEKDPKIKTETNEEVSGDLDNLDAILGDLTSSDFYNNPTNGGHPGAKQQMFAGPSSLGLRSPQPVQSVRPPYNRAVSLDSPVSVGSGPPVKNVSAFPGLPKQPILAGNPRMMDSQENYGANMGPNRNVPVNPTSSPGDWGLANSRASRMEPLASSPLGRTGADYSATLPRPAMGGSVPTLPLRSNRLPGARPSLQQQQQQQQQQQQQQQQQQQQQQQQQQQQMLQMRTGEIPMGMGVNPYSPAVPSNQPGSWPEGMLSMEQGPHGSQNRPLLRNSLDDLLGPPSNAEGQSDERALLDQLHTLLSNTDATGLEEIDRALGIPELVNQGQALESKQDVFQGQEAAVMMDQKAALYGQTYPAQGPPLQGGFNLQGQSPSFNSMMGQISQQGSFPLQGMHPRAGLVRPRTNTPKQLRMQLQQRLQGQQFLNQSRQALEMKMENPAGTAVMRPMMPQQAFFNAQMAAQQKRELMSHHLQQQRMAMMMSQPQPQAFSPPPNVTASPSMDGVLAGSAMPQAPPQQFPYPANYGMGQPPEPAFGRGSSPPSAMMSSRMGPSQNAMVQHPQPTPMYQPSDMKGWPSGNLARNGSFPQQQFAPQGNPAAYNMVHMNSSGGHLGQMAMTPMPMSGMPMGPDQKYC
M18AAP inhibitor = PfM18AAP enzyme inhibition. actives 1.2% (n = 290,000). recombinant PfM18AAP, H-Glu-NHMec fluorogenic cleavage. inhibition, % at 7.35 µM;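 active = inhibition above the campaign mean inhibition over all tested compounds plus 3 SD, cut at about 28% in these data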;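 also: 0% = plate median of test compound wells and 100% = 2 mM ZnCl2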
VIM-2 inh = inhibitors of Pseudomonas aeruginosa VIM-2 metallo-beta-lactamase; purified VIM-2, nitrocefin hydrolysis, epi-absorbance fluorescence; inhibition, % at 5.6 µM; actives 0.89% (n = 290,000); AID 1527;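 active = inhibition above the mean of all tested compounds plus 3 SD, cutoff set per screening run, cut at about 7.5% in these data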;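 also: red hydrolysis product quenches plate fluorescence so inhibitors raise well fluorescence; 0% = enzyme with DMSO and 100% = DMSO without enzyme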
IMP-1 inhibitor = inhibitors of Pseudomonas aeruginosa IMP-1 metallo-beta-lactamase. purified IMP-1, nitrocefin hydrolysis, epi-absorbance fluorescence. inhibition, % at 5.6 µM. actives 0.45% (n = 290,000);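 active = inhibition above the mean plus 3 SD of all compounds in the same screening run, cut at about 4.5% in these data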;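 also: 0% = IMP-1 with DMSO and 100% = DMSO wells lacking enzyme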
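assay system = purified recombinant IMP-1 metallo-beta-lactamase enzyme | schedule = 15 min preincubation plus 25 min reaction at 25 °C | signal = Epi-absorbance fluorescence, 480 nm excitation, 530 nm emission | read-out basis = percent inhibition from optical density relative to buffer-blank wells | controls = IMP-1 with DMSO as 0%, enzyme-free DMSO as 100%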
IDE cell activ = activators of human insulin-degrading enzyme in cells; HEK cells, FAbeta-B cleavage, fluorescence polarization; 0% vehicle, 100% cell-free pure enzyme wells; actives 0.073% (n = 340,000); AID 493087; P14735; activation, % at 5.96 µM;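 active = activation above the mean of all tested compounds plus 3 SD, set per screening campaign, cut at about 17% in these data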
PHOSPHO1 block = PHOSPHO1 (human) inhibition; Q8TCT1; recombinant PHOSPHO1, absorbance phosphatase assay; inhibition, % at 13.3 µM; actives 1.1% (n = 290,000); in the data active = inhibition above about 60%
Active calls of the source: *; nt = not tested or not shown.

Codes – A = IDE cell inh; B = GPR7 antagonist; C = NALP1 yeast inh; D = pCIP destab; E = M18AAP inhibitor; F = VIM-2 inh; G = IMP-1 inhibitor; H = IDE cell activ; I = PHOSPHO1 block
CCOC(=O)c1c(N)nn(C(=O)C(C)C)c1-c1ccccc1
  A = -9	B = -6	C = 38*	D = -9	E = -9	F = -1.6	G = -2.1	H = 3	I = 9

COc1ccc(C(=O)NC2CC2)cc1OC1CCN(Cc2cnn(C)c2C)CC1
  A = nt	B = -11	C = 6	D = -19	E = -10	F = -1.0	G = 1.4	H = 1	I = 32

Cc1ccc(-n2c(Cc3cccn3C)nnc2SCC(=O)Nc2ccc3c(c2)OCO3)cc1
  A = 5	B = -5	C = -4	D = -8	E = 9	F = -1.7	G = -4.3	H = 1	I = 25

Cc1nnsc1NC(=O)OCc1ccccc1Cl
  A = -1	B = 20	C = 3	D = -6	E = 5	F = 0.8	G = -1.4	H = -9	I = 23

CCOC(=O)c1cc(C(C)=O)c(=O)[nH]c1C
  A = 2	B = -13	C = 1	D = -3	E = 3	F = -1.8	G = -2.7	H = 2	I = 24

Cc1ccc(N(Cc2cc3ccc(C)cc3[nH]c2=O)C(=O)c2cccs2)cc1
  A = 5	B = -15	C = nt	D = -11	E = 0	F = -3.7	G = -3.0	H = nt	I = 20

COc1ccc(C(=O)COC(=O)C(CC(C)C)N2C(=O)c3ccccc3C2=O)cc1 (centres undefined)
  A = 2	B = -14	C = 7	D = 17	E = 4	F = -0.8	G = -3.3	H = 4	I = 2

CN(C1CCCC1)C1CCN(C(=O)CNC(=O)/C=C/c2cccc(C(F)(F)F)c2)CC1
  A = -2	B = -2	C = -3	D = 1	E = -8	F = 1.5	G = 0.4	H = 4	I = -10

Cc1ccccc1C1=NC(C(F)(F)F)(C(F)(F)F)c2c(n(-c3ccc(F)cc3)c(=O)[nH]c2=O)N1
  A = 4	B = 5	C = 26	D = -12	E = -17	F = -1.7	G = 0.5	H = 0	I = 17

COc1ccc(OC)c(S(=O)(=O)Nc2ccccc2C(F)(F)F)c1
  A = 5	B = 0	C = -6	D = -5	E = -2	F = -5.3	G = -0.3	H = 4	I = -17

CCN1CCCC1CNC(=O)c1cc2c(=O)n(C)c3ccccc3c2n1C (centres undefined)
  A = 0	B = -7	C = 27	D = 13	E = 0	F = 20*	G = 0.3	H = 1	I = 14

COc1ccccc1N1CN(Cc2ccccc2)CNC1=S
  A = -5	B = 0	C = 8	D = 1	E = -6	F = 0.9	G = -1.1	H = 0	I = 37

COc1ccc(C2=[N+](C)CCn3cccc32)c(OC)c1
  A = -2	B = -1	C = 28	D = -22	E = -4	F = 3.2	G = 7.2*	H = -1	I = -18

Cc1nn2c(NCCCn3ccnc3)cc(C(C)C)nc2c1-c1ccccc1
  A = 6	B = -2	C = -5	D = 0	E = 10	F = 20*	G = -1.1	H = 3	I = 29

COc1ccc2c(c1)C(c1cccs1)=NNC(c1ccncc1)=N2
  A = -5	B = -12	C = -4	D = -2	E = -7	F = -2.8	G = -2.3	H = -4	I = 48

c1cc2c(cc1C1CCCCC1)c1c3n2CCCNC3CCC1 (centres undefined)
  A = 5	B = 18	C = 41*	D = 1	E = -4	F = -3.7	G = -4.1	H = 13	I = -8

C=CCNC(=O)CSc1ccc(Cl)cc1
  A = -2	B = -13	C = -9	D = -8	E = -2	F = -3.0	G = -2.6	H = -3	I = 41

O=C(NCCN1CCN(Cc2ccccc2)CC1)c1cc2c(=O)[nH]c3ccccc3c2s1
  A = 2	B = -6	C = 29	D = -1	E = -3	F = 7.1	G = -3.3	H = -3	I = 7

CN(C)/C=C/C(=O)c1cnc(-c2ccccc2)s1
  A = 5	B = -9	C = 11	D = 5	E = -1	F = 0.6	G = -3.1	H = -1	I = 4

Cc1ccc(N2C(=O)C(Cl)=C(N3CCCCCC3)C2=O)c(C)c1
  A = -5	B = -10	C = 10	D = -5	E = -14	F = -0.2	G = -1.4	H = 3	I = 24

CC(C)Oc1cc(NC(=O)CSCC(=O)Nc2cccc(C(F)(F)F)c2)c(Cl)cc1Cl
  A = 6	B = -4	C = 5	D = 14	E = -8	F = 1.3	G = 0.5	H = 2	I = -3

C/C(CC(=O)Nc1cccc(C(F)(F)F)c1)=N\NC(=O)C1CCCCC1
  A = 5	B = -1	C = -3	D = 10	E = -4	F = -1.7	G = -1.1	H = -3	I = 29

O=C(NCC1COc2ccccc2O1)c1cc2ccccc2o1 (centres undefined)
  A = 0	B = -3	C = -3	D = -12	E = 1	F = -2.4	G = -3.5	H = 4	I = 3

O=C(Nc1cccnc1Cl)c1cccc(S(=O)(=O)N2CCOCC2)c1
  A = nt	B = -17	C = 17	D = -7	E = 5	F = -3.6	G = -1.6	H = 4	I = nt

Cc1ccc(C(C)C)c(OCCN(C)C)c1
  A = 0	B = -7	C = 20	D = 3	E = 18	F = -0.1	G = 1.0	H = 3	I = 17

A second format for 9 compounds above:
Compound	IDE cell inh	GPR7 antagonist	NALP1 yeast inh	pCIP destab	M18AAP inhibitor	VIM-2 inh	IMP-1 inhibitor	IDE cell activ	PHOSPHO1 block
Cc1ccc(N(Cc2cc3ccc(C)cc3[nH]c2=O)C(=O)c2cccs2)cc1	5	-15	nt	-11	0	-3.7	-3.0	nt	20
COc1ccc(C(=O)COC(=O)C(CC(C)C)N2C(=O)c3ccccc3C2=O)cc1 (centres undefined)	2	-14	7	17	4	-0.8	-3.3	4	2
CN(C1CCCC1)C1CCN(C(=O)CNC(=O)/C=C/c2cccc(C(F)(F)F)c2)CC1	-2	-2	-3	1	-8	1.5	0.4	4	-10
Cc1ccccc1C1=NC(C(F)(F)F)(C(F)(F)F)c2c(n(-c3ccc(F)cc3)c(=O)[nH]c2=O)N1	4	5	26	-12	-17	-1.7	0.5	0	17
COc1ccc(OC)c(S(=O)(=O)Nc2ccccc2C(F)(F)F)c1	5	0	-6	-5	-2	-5.3	-0.3	4	-17
CCN1CCCC1CNC(=O)c1cc2c(=O)n(C)c3ccccc3c2n1C (centres undefined)	0	-7	27	13	0	20*	0.3	1	14
COc1ccccc1N1CN(Cc2ccccc2)CNC1=S	-5	0	8	1	-6	0.9	-1.1	0	37
COc1ccc(C2=[N+](C)CCn3cccc32)c(OC)c1	-2	-1	28	-22	-4	3.2	7.2*	-1	-18
Cc1nn2c(NCCCn3ccnc3)cc(C(C)C)nc2c1-c1ccccc1	6	-2	-5	0	10	20*	-1.1	3	29

Further entries:
Codes – A = IDE cell inh; B = GPR7 antagonist; C = NALP1 yeast inh; D = pCIP destab; E = M18AAP inhibitor; F = VIM-2 inh; G = IMP-1 inhibitor; H = IDE cell activ; I = PHOSPHO1 block
COc1ccc(/C=C/C(=O)C2(O)CCCCC2)cc1OC
  A = -4	B = -1	C = 0	D = -6	E = 7	F = -1.2	G = -2.9	H = 2	I = 40

COc1ccc(C2c3cc(OC)c(OC)cc3CCN2C(=O)c2ccccc2)cc1OC (centres undefined)
  A = 1	B = -8	C = -1	D = -9	E = -10	F = -0.8	G = -2.6	H = -6	I = nt

CCOC(=O)C1CCN(C(=O)CN(c2cc(OC)ccc2OC)S(=O)(=O)c2ccccc2)CC1
  A = 5	B = -8	C = 0	D = 7	E = -2	F = -3.1	G = -1.7	H = 0	I = -6

Cc1ccc(C)c(OCC(=O)O/N=C(\N)c2cccnc2)c1
  A = 4	B = 6	C = nt	D = 0	E = -3	F = -0.1	G = -0.1	H = -6	I = 32

CCOC(=O)c1nnc(-c2ccc(C)cc2)nc1Sc1ccccc1Cl
  A = 3	B = -3	C = -21	D = -15	E = -8	F = -2.4	G = -3.7	H = 6	I = 8

CCC(=O)N(C)CCc1cc2c(c(OC)c1/C=N/NC(=O)c1ccccc1O)OCO2
  A = -3	B = 1	C = 20	D = -2	E = 5	F = -3.1	G = -5.1	H = 7	I = 0

CN1CCN(CCCNC(=O)Cn2ncc3c4ccccc4n(C)c3c2=O)CC1
  A = -1	B = -11	C = 7	D = 18	E = 4	F = -5.4	G = -4.7	H = 4	I = -2

O=C(Nc1cccc(NC(=O)c2nccc3ccccc23)c1)c1ccco1
  A = 0	B = nt	C = 8	D = -8	E = nt	F = nt	G = nt	H = 1	I = 20

O=C(COc1ccccc1F)Nc1cc(S(=O)(=O)N2CCOCC2)ccc1N1CCOCC1
  A = 7	B = -2	C = -1	D = -4	E = -1	F = -0.5	G = 0.1	H = 1	I = 27

COc1cccc(C(=O)NC2CCCc3c2cnn3-c2ccc(C)c(C)c2)c1OC (centres undefined)
  A = 2	B = -8	C = 5	D = -1	E = 1	F = -1.1	G = -2.8	H = -2	I = 1

COc1ccc(NC(=O)N2CCC(c3ccccc3)C2)c(OC)c1 (centres undefined)
  A = 0	B = 4	C = 9	D = -20	E = -6	F = -0.3	G = -0.9	H = 1	I = 6

O=C(Nc1ccc(N2CCOCC2)cc1)c1cccc(-n2cnnc2)c1
  A = -4	B = -6	C = 21	D = -10	E = -7	F = 0.0	G = -2.4	H = 4	I = -2

O=c1cc(Cl)[nH]c(=O)n1Cc1ccccc1
  A = 2	B = 5	C = 8	D = -2	E = -1	F = -5.5	G = -1.2	H = -4	I = 27

CC1CC(C)(C)NC(=S)N1CCC(=O)N1CCN(Cc2ccccc2)CC1 (centres undefined)
  A = 7	B = -1	C = 5	D = 11	E = -1	F = -1.2	G = 1.2	H = -4	I = 24

CSCCC(NC(=O)OC(C)(C)C)C(=O)Oc1ccc2c(=O)c(-c3ccc4c(c3)OCCO4)coc2c1 (centres undefined)
  A = 4	B = -3	C = -3	D = 9	E = -4	F = 0.8	G = 0.4	H = 2	I = -4

CN(C)c1ccc(NC(=S)N(CCc2ccccc2)C2CC(=O)N(c3c(Cl)cccc3Cl)C2=O)cc1 (centres undefined)
  A = 2	B = -7	C = 5	D = 4	E = -3	F = -5.0	G = -1.8	H = 0	I = 16

CCn1c(SCC(=O)NCC(=O)Nc2ccc(F)cc2)nnc1-c1ccncc1
  A = -1	B = 4	C = 19	D = -1	E = -7	F = -1.6	G = -2.6	H = -1	I = 35

Cc1ccc(S(=O)(=O)N(CC2CO2)c2ccccc2[N+](=O)[O-])cc1 (centres undefined)
  A = 1	B = 0	C = 5	D = -22	E = -6	F = -5.1	G = -3.9	H = -4	I = 10

CCOC(=O)Cn1nc(C)n(-c2cccc(Cl)c2)c1=O
  A = -3	B = 3	C = 7	D = -1	E = 5	F = -2.5	G = -3.4	H = 2	I = 25

O=C(NC1CCN(C(=O)NCc2ccccc2)CC1)c1ccc(F)cc1
  A = -2	B = -3	C = -7	D = -9	E = 3	F = -3.7	G = -1.5	H = -3	I = 39

CCc1nc(NCCC(C)C)c2nnn(Cc3ccccc3)c2n1
  A = -10	B = -31	C = -1	D = -5	E = 9	F = 0.3	G = -2.3	H = 5	I = 36

CN1C(C(=O)Nc2ccc(F)cc2F)=CC(c2ccco2)=NS1(=O)=O
  A = 2	B = 2	C = 6	D = -9	E = 6	F = 0.7	G = -4.3	H = 2	I = 18

COc1ccc(C2Oc3ccccc3N2C(C)=O)cc1 (centres undefined)
  A = 3	B = -7	C = 25	D = 0	E = -1	F = -3.1	G = -3.5	H = 2	I = 6

COc1cccc(CC(=O)N2CCC(n3nccc3NC(=O)C3CC3)CC2)c1
  A = nt	B = -8	C = 0	D = -12	E = 0	F = -1.0	G = -3.9	H = 0	I = 27

N=c1c(S(=O)(=O)c2ccc(Br)cc2)cc2c(=O)n3ccccc3nc2n1Cc1ccco1
  A = -4	B = -1	C = -4	D = -9	E = 13	F = 1.1	G = -1.6	H = 4	I = 12
